USP1-UAF1 inh – blocks the human USP1/UAF1 deubiquitinase complex | 0.23% of 390,000 active | O94782 | Potency, µM (series often up to 57.1 µM), for the others: at the top dose activity change, negative = inhibition, actives largely listed as inhibitors | recombinant USP1/UAF1, Ub-Rhodamine cleavage fluorescence; also: % is scaled to controls: 0 for no effect and ±100 for the full control effect; nearly all actives have a fitted effect of over 60% in size; inactives centre near -12
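High-throughput fluorogenic screen: 1nM USP1/UAF1 complex, Ub-Rho substrate 150nM final, 50mM HEPES pH 7.8 with 0.5mM EDTA, 0.1 mg/ml BSA, 1mM TCEP and 0.01% Tween-20.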
RXFP1 agonist – agonists of human relaxin receptor RXFP1. 0.3% of 370,000 active. Potency, µM (highest dose often 57.5 µM), for the others: top-dose activation, most hits filed as activators. HEK293T-RXFP1 cAMP TR-FRET, 30 min; response scale: percent of porcine relaxin response, buffer zero. Q9HBX9; also: % is scaled to controls: 0 for no effect and ±100 for the full control effect; nearly all actives have a fitted effect of over 60% in size; many of its hits are not listed in these tables
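cAMP rise read by TR-FRET after 30 min, 37C compound exposure (up to 58 uM) in RXFP1-transfected HEK293 cells with Ro 20174 present. EC50 from Hill-equation fits, with 29 nM porcine relaxin as 100% and buffer as basal.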
Vif-APOBEC3F blk – Vif-A3F binding inhibition; HeLa A3F-eYFP + Vif (tagged APOBEC3F with the HIV-1 protein that degrades it), YFP fluorescence increase; Potency, µM (series often up to 46.1 µM), for inactives: at the top dose activity, negative = active; 0.2% of 390,000 active; also: % of control where 0% means no effect; nearly all actives have a fitted effect of over 65% in size
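HeLa cells stably expressing A3F-eYFP plus Vif, plated and incubated overnight at 37 deg C, then exposed to compounds overnight at 37 deg C. Blocked degradation read as raised yellow fluorescence (Ex 488/Em 500-530).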
TrxR1 substrate – rat thioredoxin reductase 1 substrate activity; O89049; purified TrxR1 substrate turnover, NADPH consumption readout; Potency, µM (titrated, usually from 114 µM), for inactives: at the top dose activity change, negative = substrate turnover; 0.01% of 390,000 active; also: % is scaled to controls: 0 for no effect and ±100 for the full control effect; nearly all actives have a fitted effect of over 50% in size
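Rat TrxR1, dispensed at 90 nM, was prereduced with 400 uM NADPH (final) for 5 min at ~22 deg C, then incubated with compound 15 min before 400 uM selenite. A first-read NADPH fluorescence drop versus no-compound background flagged substrates.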
RGS4 inh – blocks human RGS4-accelerated GTP hydrolysis | 0.039% of 390,000 active | Transcreener GDP fluorescence polarization, RGS4-accelerated GTP hydrolysis | Potency, µM (doses to about 114 µM), for the others: at the highest dose activity change, negative = inhibition, usual class: inhibitors | P49798; also: % is scaled to controls: 0 for no effect and ±100 for the full control effect; nearly all actives have a fitted effect of over 75% in size; some results filed as inactive show a strong effect at the top dose
Target sequence (P49798 whole entry, looked up): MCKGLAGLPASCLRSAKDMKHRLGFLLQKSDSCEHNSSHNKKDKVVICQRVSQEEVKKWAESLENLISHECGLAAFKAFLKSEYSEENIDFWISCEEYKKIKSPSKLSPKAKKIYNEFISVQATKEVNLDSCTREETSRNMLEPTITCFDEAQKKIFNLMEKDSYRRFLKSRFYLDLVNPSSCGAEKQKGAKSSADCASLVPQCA
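MLSMR compounds (23 nl, pin-transferred) preincubated 10 min at room temperature with a 500nM (2x) first reagent, then RGS4 at 900nM (2x) plus Transcreener GDP mix added; fluorescence polarization (620/688 nm) read before and after 90 min at 30 °C.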
rTrxR1 inhibitor – rat TrxR1 inhibition. recombinant rTrxR1, NADPH fluorescence consumption, selenite substrate. 1% of 390,000 active. Potency, µM (highest dose often 114 µM), without a hit: at the top dose activity change, negative = inhibition, most hits filed as inhibitors. AID 588453. O89049; also: % is scaled to controls: 0 for no effect and ±100 for the full control effect; nearly all actives have a fitted effect of over 65% in size
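Rat TrxR1 (90 nM in the dispensed reagent) was pre-reduced with 400 uM NADPH for 5 min at room temperature, then incubated with compound for 15 min. After 400 uM selenite was added, NADPH fluorescence (Ex 340/Em 450 nm) was followed for 8 min.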
ALOX12 inh – ALOX12 (human) lipoxygenase inhibition; purified 12hLO, xylenol orange hydroperoxide absorbance; Potency, µM (highest dose often 108 µM), for the others: at the top dose activity change, negative = inhibition, hits mostly inhibitors; 1.1% of 580,000 active; also: % is scaled to controls: 0 for no effect and ±100 for the full control effect
Target sequence (P18054 whole entry, looked up): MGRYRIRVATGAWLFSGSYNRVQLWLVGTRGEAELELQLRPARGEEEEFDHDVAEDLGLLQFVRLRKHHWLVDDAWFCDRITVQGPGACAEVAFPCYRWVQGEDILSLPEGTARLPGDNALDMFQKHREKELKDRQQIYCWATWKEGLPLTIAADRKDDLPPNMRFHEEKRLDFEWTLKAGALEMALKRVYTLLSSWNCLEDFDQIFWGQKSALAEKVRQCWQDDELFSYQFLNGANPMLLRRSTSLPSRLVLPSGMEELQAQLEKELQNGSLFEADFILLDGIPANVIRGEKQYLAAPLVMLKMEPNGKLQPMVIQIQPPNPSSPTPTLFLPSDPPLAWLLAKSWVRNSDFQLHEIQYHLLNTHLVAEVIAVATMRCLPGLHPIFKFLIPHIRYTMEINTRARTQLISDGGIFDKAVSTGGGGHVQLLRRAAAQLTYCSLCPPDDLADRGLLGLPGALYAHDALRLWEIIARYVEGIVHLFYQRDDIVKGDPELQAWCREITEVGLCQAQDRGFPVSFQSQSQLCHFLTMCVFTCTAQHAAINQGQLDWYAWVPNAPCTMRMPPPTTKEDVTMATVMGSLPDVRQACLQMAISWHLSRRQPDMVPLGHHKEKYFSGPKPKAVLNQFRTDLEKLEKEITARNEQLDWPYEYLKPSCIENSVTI
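Hydroperoxide product was detected by ferrous iron/xylenol orange as the 573 to 405 nm absorbance ratio. Arachidonic acid at 40 uM (final) was turned over for 30 min at room temperature by 150 nM human 12hLO, pH 7.0 Hepes buffer, after 15 min compound preincubation.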
Vif-A3G inh – blocks the Vif interaction with human APOBEC3G; AID 602310; 0.076% of 410,000 active; Potency, µM (top dose mostly 46.1 µM), without a hit: at the top dose activity, negative = active, hits mostly inhibitors; HeLa A3G-eYFP + Vif (tagged APOBEC3G with the HIV-1 protein that degrades it), YFP fluorescence, overnight; Q9HC16;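 also: % is scaled to controls: 0 for no effect and ±100 for the full control effect; nearly all actives have a fitted effect of over 60% in size; hits raise eYFP signal because A3G escapes Vif-driven loss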
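Read-out is eYFP fluorescence (Ex 488/Em 500-530) from Vif-expressing HeLa A3G-eYFP cells; more signal means A3G escaped Vif-mediated degradation. Cells plated overnight, compound pinned in, incubated overnight at 37 deg C.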
IDH1 R132H inh – inhibitors of human mutant IDH1 R132H; O75874; 0.093% of 390,000 active; AID 602179; IDH1-R132H enzyme, NADPH consumption, diaphorase/resazurin fluorescence; Potency, µM (series often up to 76.6 µM), for inactives: top-dose activity change, negative = inhibition, hits mostly inhibitors; also: % is scaled to controls: 0 for no effect and ±100 for the full control effect; nearly all actives have a fitted effect of over 65% in size
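IDH1-R132H (0.5 ug/mL dispensed) in pH 7.5 Tris buffer was preincubated 30 min with compound, then given a substrate mix of 0.016 mM NADPH and 2 mM alpha-KG for 80 min at room temperature; remaining NADPH was read by diaphorase/resazurin fluorescence.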
Active calls of the source: *; i = inactive; ? = inconclusive; . = no result given; & = joins results of further samples; [ ] = remark or other dose. Calls follow the shape of the dose curve; as a rule, active = well fitted curve in the direction sought with a large enough effect; inconclusive = small, poorly fitted or top-dose-only effect, or another doubt; inactive = no such curve, though single readings can be large; an effect the other way counts as inactive or inconclusive. Potency is read from the fitted curve at half-maximal effect.

item	IDH1 R132H inh	rTrxR1 inhibitor	Vif-APOBEC3F blk	USP1-UAF1 inh	Vif-A3G inh	RGS4 inh	RXFP1 agonist	ALOX12 inh	TrxR1 substrate	SMILES
1	12%	25%[57.1 µM]	-2%	-11%	-3%	8%	-2.8%	-15%	9%	CC(=O)Nc1ccc(-c2csc(Nc3ccc(Cl)cn3)n2)cc1
2	7%	.	2%	-25%	-1%	.	.	-15%	.	C[C@@H]1CN([C@@H](C)CO)S(=O)(=O)c2ccc(C#Cc3cccc(F)c3)cc2O[C@@H]1CN(C)CC1CC1
3	-2%	.	-3%	-30%	-2%	.	.	-3%	.	COc1ccc(-c2ccc3c(c2)S(=O)(=O)c2cccc(C(=O)N4CCN(c5ccccn5)CC4)c2C3=O)cc1OC
4	0%	6%	0%	-7%	1%	-10%	-1.0%	-10%	0%	Cc1cc(C(=O)C(=O)N(C)C)c(C)n1-c1ccc(Cl)c(Cl)c1
5	9%	56µM*	2%	-19%	3%	17%	.	-22%	-6%	O=S(=O)(c1ccc2nnn(O)c2c1)N1CCOCC1
6	8%	-2%	1%	-24%	-5%	34%	11%	0%	-1%	CCCCOc1ccc2ccccc2c1C=O
7	1%	11%[57.1 µM]	12%	-6%	-1%	3%	0.9%	-5%	-6%	COc1ccccc1C(=O)NCC(=O)OCc1csc(-c2ccccc2)n1
8	-2%	20%	-6%	-23%	-15%	-11%	3.8%	-23%	0%	CC(NCC(O)COC1CCC(C(C)(C)C)CC1)c1ccccc1 (stereo not given)
9	.	25%	.	.	0%	.	.	5%	7%	Cc1ccc2nc(CO)[nH]c2c1
10	-11%	35%	-7%	-11%	-16%	0%	-2.5%	-3%	13%	COc1ccc(NC(=O)CN(C)S(=O)(=O)c2ccc3c(c2)NC(=O)CS3)cc1

Given as labelled records: entries from further up.
1. CC(=O)Nc1ccc(-c2csc(Nc3ccc(Cl)cn3)n2)cc1
  IDH1 R132H inh: 12%	rTrxR1 inhibitor: 25%[57.1 µM]	Vif-APOBEC3F blk: -2%	USP1-UAF1 inh: -11%	Vif-A3G inh: -3%	RGS4 inh: 8%	RXFP1 agonist: -2.8%	ALOX12 inh: -15%	TrxR1 substrate: 9%
2. C[C@@H]1CN([C@@H](C)CO)S(=O)(=O)c2ccc(C#Cc3cccc(F)c3)cc2O[C@@H]1CN(C)CC1CC1
  IDH1 R132H inh: 7%	rTrxR1 inhibitor: .	Vif-APOBEC3F blk: 2%	USP1-UAF1 inh: -25%	Vif-A3G inh: -1%	RGS4 inh: .	RXFP1 agonist: .	ALOX12 inh: -15%	TrxR1 substrate: .
3. COc1ccc(-c2ccc3c(c2)S(=O)(=O)c2cccc(C(=O)N4CCN(c5ccccn5)CC4)c2C3=O)cc1OC
  IDH1 R132H inh: -2%	rTrxR1 inhibitor: .	Vif-APOBEC3F blk: -3%	USP1-UAF1 inh: -30%	Vif-A3G inh: -2%	RGS4 inh: .	RXFP1 agonist: .	ALOX12 inh: -3%	TrxR1 substrate: .

(cont.)
item	IDH1 R132H inh	rTrxR1 inhibitor	Vif-APOBEC3F blk	USP1-UAF1 inh	Vif-A3G inh	RGS4 inh	RXFP1 agonist	ALOX12 inh	TrxR1 substrate	SMILES
11	-3%	-26%	-12%	-14%	-7%	-5%	1.8%	-15%	-13%	O=C(CSc1nnc(Nc2ccccc2F)s1)c1cc2ccccc2o1
12	-1%	-1%	1%	-14%	0%	-20%	-1.2%	i	0%	CC(C)CC(=O)Nc1nnc(SCC(=O)NCC2CCCO2)s1 (stereo not given)
13	-1%	-6%	-3%	-18%	-6%	2%	2.0%	?	-3%	CC(=O)c1ccc2c3c(cccc13)C(=O)N(CCc1ccccc1)C2=O
14	9%	4%[57.1 µM]	-17%	-4%	-14%	27%	3.2%	-18%	0%[57.1 µM]	COc1ccc(N(CC(=O)Nc2cc(C)on2)S(=O)(=O)c2cc(C)ccc2C)cc1
15	11%	4%[57.1 µM]	5%	-9%	1%	-6%	2.4%	-13%	-26%[57.1 µM]	COc1ccc(CCNC(=O)CSc2nnnn2-c2ccccc2)cc1
16	7%	11%	-6%	-20%	2%	-20%	-1.7%	10%	2%	COc1ccc(NS(=O)(=O)N2CCOCC2)cc1
17	2%	18µM*	3%	1%	?	-2%	-2.1%	?	-3%	CCCCCCN(C(=O)CCl)c1ccccc1
18	8%	12%[57.1 µM]	-7%	-16%	-1%	-1%	1.5%	1%	11%	Cc1c(-c2ccccc2)n[nH]c1C(=O)NN
19	-3%	24%	-14%	-6%	3%	22%	-0.7%	-8%	3%	Cc1cnc(CNC(=O)C2CCC(=O)N(CCc3cccc(F)c3)C2)[nH]1 (stereo not given)
20	0%	7%	2%	-10%	-1%	-30%	-1.6%	1%	8%	Cc1ccc(C)c(S(=O)(=O)N2CCCN(C)CC2)c1

Copied from the list.
Reading for CCCCCCN(C(=O)CCl)c1ccccc1 under RGS4 inh: -2%
Reading for COc1ccc(NS(=O)(=O)N2CCOCC2)cc1 under ALOX12 inh: 10%
Reading for COc1ccc(CCNC(=O)CSc2nnnn2-c2ccccc2)cc1 under IDH1 R132H inh: 11%
Reading for Cc1c(-c2ccccc2)n[nH]c1C(=O)NN under Vif-A3G inh: -1%
Reading for COc1ccc(N(CC(=O)Nc2cc(C)on2)S(=O)(=O)c2cc(C)ccc2C)cc1 under Vif-APOBEC3F blk: -17%
Reading for Cc1cnc(CNC(=O)C2CCC(=O)N(CCc3cccc(F)c3)C2)[nH]1 (stereo not given) under USP1-UAF1 inh: -6%
Reading for Cc1ccc(C)c(S(=O)(=O)N2CCCN(C)CC2)c1 under USP1-UAF1 inh: -10%

Additional structures follow:
item	IDH1 R132H inh	rTrxR1 inhibitor	Vif-APOBEC3F blk	USP1-UAF1 inh	Vif-A3G inh	RGS4 inh	RXFP1 agonist	ALOX12 inh	TrxR1 substrate	SMILES
21	-2%	12%	-3%	-23%	2%	-28%	6.6%	17%&14%	179%[activator]	N#Cc1nc(-c2ccc(F)cc2)oc1N1CCCCC1
22	1%	-9%	-7%	-14%	1%	7%	-0.3%	10%	5%[57.1 µM]	O=C1CC(c2ccccc2)NC(=O)N1 (stereo not given)
23	6%	-40%	-7%	-21%	1%	-38%	-1.7%	464%[activator]	-1%	Cc1ccc(-n2c(SCC(=O)NCc3ccco3)nc3nc4c(cc3c2=O)COC(C)(C)C4)cc1
24	11%	25%	0%	-19%	-7%	5%	14%	158%[activator]	2%	Cc1cc2c(cc1S(=O)(=O)Nc1cccc(F)c1)n(C)c(=O)c(=O)n2C
25	5%	7%[57.1 µM]	-17%	-20%	-1%	-24%	-0.2%	2%	1%[57.1 µM]	Cc1cccc(C(=O)NC2=NCCS2)c1
26	-5%	2%	-1%	-15%	0%	19%	.	-13%	-3%	COC(=O)C(Cc1ccc(O)cc1)NC(=O)Cn1cc(C)c(=O)[nH]c1=O (stereo not given)
27	8%	3%[57.1 µM]	4%	-5%	-1%	-5%	2.2%	0%	-3%[57.1 µM]	CCn1c(C)csc1=NC(=O)c1ccccc1
28	4%	4%[57.1 µM]	5%	-5%	4%	-22%	-1.3%	-2%	5%[57.1 µM]	CCCN1C2CCCC1CC(NC(=O)c1ccccc1Br)C2 (stereo not given)
29	9%	8%	6%	-1%	5%	4%	0.6%	-4%&5%	-1%	COc1cc(C(=O)Nc2cccc(-c3nncn3C)c2)cc(OC)c1OC
30	5%	9%[57.1 µM]	4%	1%	2%	-11%	2.6%	128%[activator]	14%[57.1 µM]	COCCCn1c2nc3ccccc3nc2c2c(=O)n(-c3ccccc3OC)cnc21

Next records follow.
item	IDH1 R132H inh	rTrxR1 inhibitor	Vif-APOBEC3F blk	USP1-UAF1 inh	Vif-A3G inh	RGS4 inh	RXFP1 agonist	ALOX12 inh	TrxR1 substrate	SMILES
31	4%	17%	-17%	-8%	-1%	-45%	-0.7%	-7%	-4%	CC1CCCCC1NC(=O)c1ccc(S(=O)(=O)NNC(=O)c2ccncc2)cc1 (stereo not given)
32	1%	6%	1%	15%	3%	-10%	-0.3%	5%	7%	c1ccc(-c2noc(-c3ccc4c(c3)OCO4)n2)nc1
33	2%	7%	?	-24%	0%	-7%	-3.5%	6%	10%	Cc1ccc(CN2CCS(=O)(=O)CC2)o1
34	4%	23%	0%	-9%	1%	24%	-0.7%	-3%	14%	COc1ccccc1C(=O)NC(C)C(c1cccs1)N1CCOCC1 (stereo not given)
35	0%	24%	0%	7%	-1%	-7%	0.8%	0%	4%	O=C(NC1CCN(Cc2ccccc2)CC1)c1ccccc1Cl
36	-2%	8%	4%	-2%	-2%	35%	2.7%	0%	3%	N=C(N)Cc1ccccc1Sc1ccccc1
37	10%	9%[57.1 µM]	2%	-4%	-8%	-13%	0.5%	-4%	2%[57.1 µM]	CC(C)SCc1cc(N2CCCC2)nc(-c2ccccc2)n1
38	11%	6%[57.1 µM]	-14%	-22%	-12%	-12%	-0.5%	0%	6%[57.1 µM]	O=C(NCc1ccco1)c1ccc(NC(=O)C2COc3ccccc3O2)cc1 (stereo not given)

Compound activity as filed in PubChem BioAssay.

An excerpt. The share of hits here may be higher or lower than overall.
